Screening data (PubChem BioAssay)
TPT1 inh = C. albicans TPT1 enzyme inhibition; actives 0.81% (n = 300,000); inhibition, % at 5 µM; recombinant caTPT1, FP RNA substrate dephosphorylation;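 active = inhibition above the mean of all tested compounds plus 3 SD, set per screening campaign, cut at about 24% in these data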;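 note: plate controls were DMSO alone for no effect and ferristatin control at 100 nM for full effect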
proCasp7 act = counter-screen for procaspase-3 activators: activators of human procaspase-7; P55210; recombinant procaspase-7, Ac-DEVD-pNA absorbance 405 nm; D23A/D198A/D206A triple mutant, cannot self-cleave; scale: DMSO 0, 5 µM enzyme 100; activation, % at 8.5 µM; actives 0.093% (n = 330,000);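 active = percent activation above the screen-wide mean plus 3 SD, cut at about 25% in these data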
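Material: Procaspase-7 triple mutant (PC-7 D3A) | Quantity: 2 µM procaspase-7 mutant as dispensed | Reagent: DEVD-pNA substrate | Times: 1 h preincubation, 2 h reaction | Technique: 405 nm absorbance of p-nitroaniline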
HCV core dimer = HCV core protein dimerization inhibition; TR-FRET GST/Flag-core106 dimerization, 1536-well; inhibition, % at 5 µM; actives 0.33% (n = 300,000); AID 1899;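 active = inhibition above the mean of all tested compounds plus 3 SD, set per screening campaign, cut at about 45% in these data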
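Assay system: GST-tagged and Flag-tagged HCV core protein residues 1-106 / Times: compound-protein-antibody incubation 4 h at 22.5 °C / Signal: time-resolved FRET, ex 340 nm, em 617 and 671 nm / Evaluation: % inhibition based on acceptor/donor emission ratio / Benchmarks: wells lacking GST-core106 and wells with excess unlabelled core106 / Repeats: singlicate, one well per compound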
JMJD2C inh = human JMJD2C demethylase inhibition; Q9H3R0; GST-JMJD2C(1-420) H3K9me3 demethylation, DELFIA europium; inhibition, % at 2.35 µM; actives 0.069% (n = 330,000);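 active = more than half of a compound's replicate wells show inhibition beyond 50%, single wells judged on their own value; inconclusive = some, but no more than half, of replicates pass 50% inhibition; inactive = no replicate passes 50% inhibition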;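 note: signal counts dimethyl H3K9 product captured on neutravidin plate; 0% = median of DMSO wells and 100% = 0.3 times that DMSO median; strong numbers were not always called active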
Target sequence (Q9H3R0 1-420 limits assumed): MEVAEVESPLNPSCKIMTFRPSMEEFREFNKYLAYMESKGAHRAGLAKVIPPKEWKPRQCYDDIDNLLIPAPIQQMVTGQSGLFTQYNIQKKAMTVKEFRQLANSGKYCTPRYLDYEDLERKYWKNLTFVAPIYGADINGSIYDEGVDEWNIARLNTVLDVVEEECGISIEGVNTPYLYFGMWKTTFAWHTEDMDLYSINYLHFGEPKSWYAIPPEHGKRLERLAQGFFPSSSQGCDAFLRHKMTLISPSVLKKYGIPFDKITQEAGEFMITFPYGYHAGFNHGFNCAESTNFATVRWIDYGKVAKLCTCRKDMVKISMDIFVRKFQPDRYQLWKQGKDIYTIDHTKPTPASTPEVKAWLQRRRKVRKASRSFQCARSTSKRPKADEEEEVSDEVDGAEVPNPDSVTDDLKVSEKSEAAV
PP1 counter = PP1-alpha (human) inhibition in PP5 counter-screen; P62136; purified PP1alpha, OMFP fluorescence; inhibition, % at 6.7 µM; actives 0.9% (n = 320,000);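 active = inhibition above the mean inhibition of all tested compounds plus 3 SD, computed separately for each screening campaign, cut at about 15% in these data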
procasp3 activ = activators of human procaspase-3 | P42574 | recombinant procaspase-3 D3A, Ac-DEVD-pNA absorbance 405 nm | activation, % at 8.5 µM | actives 0.11% (n = 330,000);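 active = activation above the mean of all tested compounds plus 3 SD, cut at about 21% in these data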;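 note: 0% = DMSO alone and 100% = DMSO wells spiked with extra 5 µM PC-3 D3A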
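Assay system: Procaspase-3 D3A mutant, all three cleavage aspartates alanine. Buffer or medium: Zinc-free HEPES saline buffer with Triton X-100. Times: 1 h compound preincubation, 2 h substrate hydrolysis at 25 °C. Measured by: 405 nm absorbance of p-nitroaniline, reads at 0 and 120 min. Read-out basis: percent activation relative to control range. Replicates: singlicate.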
Efflux pump inh = inhibitors of Candida antifungal efflux pumps expressed in yeast; actives 0.44% (n = 330,000); S. cerevisiae Candida pump triplex, Nile Red efflux; inhibition, % at 10 µM;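 active = plate passing quality check with inhibition over a set limit, or well fluorescence over plate mean plus 4 SD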;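 note: Nile Red retained in pooled yeast measured as flow cytometry median fluorescence; 0% = buffer negative control and 100% = Enniatin B positive control; higher means more Nile Red kept so more efflux inhibition; some compounds called inactive have numbers as strong as hits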
Fh CTSL1 inh = cathepsin L1 inhibition, PFM18AAP counter-screen; actives 0.49% (n = 300,000); AID 1906; inhibition, % at 5.96 µM; recombinant F. hepatica cathepsin L1, Z-Leu-Arg-MCA fluorescence;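 active = inhibition above the mean of all tested compounds plus 3 SD, set per screening campaign, cut at about 17% in these data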;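 note: 0% = plate median of test compound wells and 100% = 1 µM Z-Phe-Ala-diazomethylketone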
PP5 inh = PP5 (human) phosphatase inhibition; P53041; purified PP5c, OMFP substrate fluorescence; inhibition, % at 6.7 µM; actives 0.18% (n = 320,000);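 active = inhibition above the campaign's mean inhibition across all tested compounds plus 3 SD, cut at about 9.5% in these data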;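 note: 0% = DMSO only and 100% = 100 µM cantharidin control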
Target sequence (P53041 whole entry, looked up): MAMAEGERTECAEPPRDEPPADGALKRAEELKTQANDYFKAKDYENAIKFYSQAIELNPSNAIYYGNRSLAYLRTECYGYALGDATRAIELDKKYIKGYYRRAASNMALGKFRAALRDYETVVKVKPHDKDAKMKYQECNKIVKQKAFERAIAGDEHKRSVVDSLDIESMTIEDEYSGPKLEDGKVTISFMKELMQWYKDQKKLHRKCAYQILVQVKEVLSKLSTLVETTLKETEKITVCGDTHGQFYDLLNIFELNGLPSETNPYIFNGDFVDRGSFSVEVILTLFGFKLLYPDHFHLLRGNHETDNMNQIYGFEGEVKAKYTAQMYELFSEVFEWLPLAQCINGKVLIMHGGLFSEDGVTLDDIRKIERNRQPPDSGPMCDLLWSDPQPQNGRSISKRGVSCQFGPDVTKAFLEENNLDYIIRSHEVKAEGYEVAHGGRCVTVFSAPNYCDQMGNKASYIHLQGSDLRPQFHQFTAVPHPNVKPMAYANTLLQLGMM
Active calls of the source: *; ? = inconclusive; nt = no result given.

SMILES	TPT1 inh	proCasp7 act	HCV core dimer	JMJD2C inh	PP1 counter	procasp3 activ	Efflux pump inh	Fh CTSL1 inh	PP5 inh
O=C(NCCc1ccccc1)c1ccc2c(c1)S(=O)(=O)c1ccccc1C2=O	1	5	9	3	0	-4	-0.1	2	1.1
COc1ccc(Cl)cc1NC(=O)CN1c2ccccc2CC1C (stereo not given)	0	-5	4	-7	-1	5	-0.1	5	1.7
CCOc1ccc(-n2c(Cc3cc(=O)[nH]c(=O)[nH]3)nnc2SCC(N)=O)cc1	0	-8	-2	4	1	0	-0.1	2	0.9
COc1ccc(NC(=O)CSc2c(C)n[nH]c2C)cc1	-3	-8	-4	-22	-5	11	0.0	-4	-0.5
Fc1ccccc1COc1ccc(Br)cc1CNCc1ccncc1	0	2	4	0	4	-2	-0.1	2	1.8
O=C(Nc1sc2c(c1C(=O)O)CCC2)c1ccc(F)cc1	-1	4	4	-14	-4	-7	0.0	0	-0.3
COc1ccc(N(CC(=O)NCc2ccco2)S(C)(=O)=O)c(OC)c1	-1	1	-5	2	5	8	0.1	-5	-2.7
Cc1ccc(Cl)cc1NC(=O)C1CCCN1S(=O)(=O)c1ccc(-c2ccc(=O)[nH]n2)s1 (stereo not given)	2	7	-7	-3	2	4	0.2	4	2.8
CSCc1ccc(C(=O)NCCSc2ccc(Br)cc2)cc1	3	-1	7	-19	-10	-7	7.4*	-4	2.7
O=C(CN1CCC(NC(=O)c2ccc(Br)cc2)CC1)NCc1cccs1	1	13	-10	0	1	0	0.1	2	4.0
COc1ccc(N2C(=O)CC(Sc3n[nH]c(-c4cccc(C)c4)n3)C2=O)cc1 (stereo not given)	1	-27	2	11	-6	-31	-0.2	1	0.3
COc1cc2[nH]c(=O)n(CCC(=O)N3CCN(Cc4ccc5c(c4)OCO5)CC3)c(=O)c2cc1OC	1	3	1	-5	-4	8	0.1	3	0.4
Cc1cccc(N2CCN(C(c3ccccc3)c3nnnn3C(C)(C)C)CC2)c1C (stereo not given)	1	-4	9	?	1	-10	0.0	-2	-3.3
O=C(NCC(c1ccco1)N1CCCC1)c1cccc(NS(=O)(=O)c2ccccc2)c1 (stereo not given)	5	2	7	2	-2	6	0.1	1	-0.3
Cc1cc2[nH]ncc2cc1NC(N)=S	2	3	-14	11	-2	-1	0.1	8	-0.1

Fetched one by one from above (2):
SMILES	TPT1 inh	proCasp7 act	HCV core dimer	JMJD2C inh	PP1 counter	procasp3 activ	Efflux pump inh	Fh CTSL1 inh	PP5 inh
O=C(Nc1sc2c(c1C(=O)O)CCC2)c1ccc(F)cc1	-1	4	4	-14	-4	-7	0.0	0	-0.3
COc1cc2[nH]c(=O)n(CCC(=O)N3CCN(Cc4ccc5c(c4)OCO5)CC3)c(=O)c2cc1OC	1	3	1	-5	-4	8	0.1	3	0.4

(more compounds)
SMILES	TPT1 inh	proCasp7 act	HCV core dimer	JMJD2C inh	PP1 counter	procasp3 activ	Efflux pump inh	Fh CTSL1 inh	PP5 inh
Nc1nnc(SCC(=O)c2ccco2)s1	-2	0	-8	10	-3	0	0.0	-4	0.6
CCOC(=O)CNC(=O)CSc1nnc(-c2ccco2)n1Cc1ccco1	0	-9	0	-18	0	4	-3.4	1	-0.2
COCCn1c(-c2ccccc2)csc1=Nc1cccnc1	-1	-14	-1	10	-3	-12	-0.1	0	2.4
Cc1cc(Oc2ccc([N+](=O)[O-])cc2)nc(N2CCOCC2)n1	-2	12	4	16	-2	-7	0.0	-3	1.3
Cc1ccc2nc(N(CCN(C)C)C(=O)/C=C/c3cccs3)sc2c1	2	-17	2	9	1	-7	-0.3	0	-0.9
Cc1[nH]n(-c2ccccc2)c(=O)c1N=Nc1cccc(Cl)c1	2	-3	-5	7	1	5	0.1	-4	-6.2
CC(C)C1=C2OC(N)=C(C#N)C(C#N)=C2C(C)CC1 (stereo not given)	-4	0	1	0	2	1	0.2	-3	0.3
COc1ccc(NS(=O)(=O)c2ccc(Br)s2)cc1OC	3	-1	-2	2	-1	3	-0.1	0	2.0
Cc1cc(NC(=O)Cc2ccccc2)no1	4	-6	-7	-10	4	2	0.4	-7	1.7
CCOc1cc(C=O)ccc1OCC(=O)NC(C)(C)C	0	-7	0	0	-2	12	-0.1	-1	-1.2
COc1ccc(-c2nnc(N(C)C(=O)c3ccno3)s2)cc1	-4	4	-4	2	-4	-6	-0.1	-3	0.3
CCCCn1c(-c2ccc(Cl)c(Cl)c2)nc2cc3[nH]c(=O)c(C(C)C)nc3cc21	9	3	21	9	16*	1	0.1	4	4.3
CCN1CCN(CC(=O)Nc2ccc(N(C)C)cc2)CC1	-2	-7	-6	10	0	3	-0.1	-7	0.4
CC(C)(C)OC(=O)C[C@@H]1C/C=C\C[C@@H](CC(=O)N(CCO)Cc2ccccc2)C(=O)N2CCC[C@@H]2COC1=O	nt	10	nt	6	nt	0	-0.4	nt	nt
O=C(Nc1ccon1)c1ccc(Cl)s1	-1	5	4	2	-3	-8	0.1	1	1.8
CC(C)Oc1ccc(S(=O)(=O)N2CCCCC2)cc1NC(=O)C1CCC1	-1	-2	5	8	-4	4	-0.1	-1	0.3
COC(=O)c1ccc2nc(NC(=O)C(C)C)sc2c1	-2	19	5	14	1	15	-0.4	1	1.0
CC(=O)c1c(C)[nH]c(C(=O)N2CCN(c3ncccn3)CC2)c1C	-3	-3	-2	5	2	-3	-0.2	-2	2.3
Cc1ccc(SCC(=O)Nc2nnc(-c3ccco3)o2)cc1	-5	6	2	-2	-4	4	-0.1	-4	-0.5
COc1cc(/C=C/C(=O)OCC(=O)Nc2c(C)n(C)n(-c3ccccc3)c2=O)ccc1OCC#N	-2	4	9	0	1	-3	0.0	-5	4.1
COc1cccc(CNS(=O)(=O)c2cc(CN3C(=O)c4cccnc4C3=O)ccc2OC)c1	-3	-3	7	-1	-4	7	0.1	1	-1.1
COc1ccccc1C(=O)NC(=S)Nc1cccnc1Cl	-3	-11	4	6	0	-9	-0.2	1	1.1
O=C(Nc1nc(-c2ccc(Cl)cc2)cs1)C1=COCCO1	3	-6	-2	2	-4	0	0.2	4	3.5
CC(C)Nc1nc2n(c(=O)n1)CCN2C(C)C	1	8	-10	-6	-4	3	0.1	-1	2.8
COc1cc2c(cc1OC)C(C(=O)Nc1ccc3c(c1)OCCO3)C1c3ccccc3CCN1C2=O (stereo not given)	-2	-2	3	27	0	1	0.1	-1	1.6
Cc1nnc(C)n1/N=C/c1cccc([N+](=O)[O-])c1	3	-5	0	5	-4	3	0.0	-1	2.4
COC(=O)c1cccc2c1-c1ccccc1/C2=N\NC(N)=O	-5	-5	5	-1	-1	-8	0.1	7	2.0
NC(=O)CS(=O)(=O)c1ccc(Cl)cc1	2	-1	-3	-4	-4	-2	-0.1	-1	2.5
COc1ccccc1N1CCN(C(=O)C2CCCCN2S(=O)(=O)c2ccc(C)cc2)CC1 (stereo not given)	1	-2	3	-6	0	-4	-0.1	0	2.2
CC1CCN(c2nc3c(c(=O)[nH]c(=O)n3C)n2CCCc2ccccc2)CC1	-1	-1	-7	6	0	-2	0.1	3	2.6

Quoted from above (3 entries):
SMILES	TPT1 inh	proCasp7 act	HCV core dimer	JMJD2C inh	PP1 counter	procasp3 activ	Efflux pump inh	Fh CTSL1 inh	PP5 inh
NC(=O)CS(=O)(=O)c1ccc(Cl)cc1	2	-1	-3	-4	-4	-2	-0.1	-1	2.5
COc1ccccc1N1CCN(C(=O)C2CCCCN2S(=O)(=O)c2ccc(C)cc2)CC1 (stereo not given)	1	-2	3	-6	0	-4	-0.1	0	2.2
CC1CCN(c2nc3c(c(=O)[nH]c(=O)n3C)n2CCCc2ccccc2)CC1	-1	-1	-7	6	0	-2	0.1	3	2.6

Other records
SMILES	TPT1 inh	proCasp7 act	HCV core dimer	JMJD2C inh	PP1 counter	procasp3 activ	Efflux pump inh	Fh CTSL1 inh	PP5 inh
COc1cccc(-c2cc(C(F)(F)F)n3nc(N)nc3n2)c1	-7	5	-3	-7	-4	-4	0.1	0	2.7
CC1=CC(C)(C)NC(=S)N1c1cccc2ccccc12	4	-6	-1	7	-1	2	0.1	-2	0.7
O=C(N/N=C/c1ccccc1)c1ccc(-c2ccccc2)cc1	-2	-5	9	-3	1	-1	0.1	-1	2.6
O=C(NCc1ccc(Cl)cc1)C(=O)NCC1OCCN1C(=O)c1ccc(Cl)cc1 (stereo not given)	-1	9	1	9	2	6	-0.1	3	1.1
COc1ccc(Cl)cc1NC(=O)CC(C)=O	1	-10	-5	10	1	-7	-0.2	-1	0.9
COc1cccc(-c2nn(-c3ccccc3)cc2CN2CCCO2)c1	1	-1	-1	-1	0	1	-0.1	3	2.4
Cn1c2ccccc2c2c(C(=O)N3CCN(c4ccc(F)cc4)CC3)cn(C3CCCC3)c(=O)c21	1	0	32	5	4	2	0.2	5	0.8
Cc1ccc(CNS(=O)(=O)c2ccccc2[N+](=O)[O-])cc1	-3	5	3	-7	-6	-2	-0.1	0	-1.4
Cn1c(OCc2cccnc2)nc2c1c(=O)n(Cc1ccc(F)cc1)c(=O)n2C	-1	11	10	4	0	-11	-0.2	-28	1.1
O=C(Nc1ccc(Cl)cc1)N(Cc1nc2ccccc2c(=O)[nH]1)Cc1cccs1	1	4	6	-15	4	-2	0.0	0	5.2
C#Cc1ccc(CN2CCN(CCc3ccccc3)C(CCO)C2)cc1 (stereo not given)	-3	5	4	-3	-3	-4	0.1	2	-2.1
Cc1c(C(=O)Nc2ccccc2)sc2nc(-c3ccccc3)cn12	-4	9	-8	-1	5	5	0.1	4	3.6
CC(=O)c1ccc(S(=O)(=O)Nc2ccc(S(=O)(=O)N3CCCCC3)cc2)cc1	nt	-3	nt	-8	nt	1	-0.1	nt	nt
COc1ccc(S(N)(=O)=O)cc1C(=O)NC1CCCc2ccccc21 (stereo not given)	1	6	13	15	-1	-9	-0.1	-2	0.8
COC(=O)N1C(=O)[C@@](Cc2ccccc2)(c2ccccc2)N1C(=O)OC	-1	6	-5	15	2	2	-0.1	-3	3.0
